HCV inhibitor = inhibitors of hepatitis C virus infection; Huh7.5.1 HCVcc-Cre infection, luciferase reporter, 44 h; Potency, µM (series often up to 41.8 µM), for inactives: top-dose activity change, negative = inhibition, hits mostly inhibitors; actives 3.4% (n = 340,000); active = well fitted inhibition curve with a large enough effect; inconclusive = small, poorly fitted or top-dose-only effect, or another doubt; inactive = no such curve, though single readings can be large or run the other way
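Cells (1,000/well) were plated 4 h before compound, then infected with HCVcc-Cre virus (~0.5 moi). After 44 h further culture, infection was read as luciferase luminescence following a 15 min substrate incubation at room temperature.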
* marks the source's active call; other numbers are inactive results; ? = inconclusive; [ ] = remark or other dose. % is set by controls: 0 for no effect and ±100 for the full control effect; potency is the fitted concentration of half-maximal effect.

SMILES	HCV inhibitor
CCSc1nc(N)nc2c1ncn2C1OC(CO)C(O)C1O (centres undefined)	-2%
CCC(CO)Oc1cc(NCc2ccccc2)c2ncn(C(C)C)c2c1 (centres undefined)	?
O=C(C[C@H]1C/C=C\CC[C@H](Cc2ccc(F)cc2)C(=O)OC[C@@H](Cc2c[nH]c3ccccc23)NC1=O)NCCO	18%
COC(=O)[C@@]12CCCCN1[C@H](c1ccc(-c3ccc(F)cc3)c(OC)c1)[C@H]1C(=O)N(C)C(=O)[C@H]12	4%
CCOC(=O)Nc1ccc2c3c(cccc13)-c1ccccc1-2	10µM*
Cc1cc(C(=O)N2CCN(c3ccccc3Cl)CC2)c(C)o1	?
CN(CC(=O)Nc1cc(C(F)(F)F)ccc1-n1cncn1)Cc1nc2ccccc2c(=O)[nH]1	1%
Cc1ccc2nc3n(c(=O)c2c1)-c1ccc(Cl)cc1C(=O)NC3CC(C)C (centres undefined)	0%
O=C(COc1ccc(Br)cc1)OCC(=O)N1CCOCC1	4%
CCCCN1C(=N)N([C@@H](CCC)CN2CCC[C@H]2CN2C(N)=NC[C@H]2CC(C)C)C[C@H]1Cc1ccccc1	20%
Cc1ccc2c(COC(=O)CNC(=O)c3ccco3)cc(=O)oc2c1C	5%
ClCCN(CCCl)c1ccc(-n2cnc3c(Cl)ncnc32)cc1	13µM*
O=C(COc1ccc(F)cc1Br)NCC1(N2CCCCC2)CCCCC1	-8%
O=C(Nc1cccc(C(=O)N2CCCC2)c1)C1CCC1	0.56µM*
CC(=O)OCCCN(C)CC/C=C1/c2ccccc2CSc2ccccc21	?
O=C(CN1C(=O)c2ccccc2S1(=O)=O)N1CCN(c2cccc(Cl)c2)CC1	15%
COc1ccc(C)cc1NC(=O)COC(=O)C1COc2ccccc2O1 (centres undefined)	0%
O=C(NCc1cccc(Br)c1)C1CC(c2ccc(C(F)(F)F)cc2)=NO1 (centres undefined)	11%
COc1cccc(N2[C@@H](CC(C)=O)c3cc(C(F)(F)F)ccc3S2(=O)=O)c1	?
O=C(CC1C[C@H](C(=O)N2CCOCC2)[C@@]2(CCC3CCCC3)c3[nH]c4ccccc4c3CCN2C1=O)NCC12CC3CC(CC(C3)C1)C2 (some centres undefined)	0%
CC[C@]12c3[nH]c4ccc(OC)cc4c3CCN1C(=O)C(CC(=O)NCCN1CCOCC1)C[C@@H]2C(=O)N1CCN(C(=O)C2CC2)CC1 (some centres undefined)	-14%
COc1ccc(CNC(=O)COC(=O)[C@@H]2CCCN2C(=O)c2cccs2)cc1	6%
CCOc1cc(/C=C(\CC(=O)O)c2nc3ccccc3s2)ccc1OCC(=O)Nc1cccc(C(F)(F)F)c1	-2%
C=CCN([C@H](C(=O)OC)C(C)C)S(=O)(=O)CCNCc1ccccc1	34%[activator]
O=C(CCC(=O)Nc1cccnc1)Nc1cccnc1	-12%

Going on with the list:
SMILES	HCV inhibitor
CN(CCc1ccccc1)C(=O)c1cccc(NC(=O)Cc2cccc(NC(=O)C3CCCN(C(=O)c4ccccc4)C3)c2)c1 (centres undefined)	-21%[8.37 µM]
C=CC(COCc1ccccc1)N([C@@H](Cc1ccccc1)C(=O)OC)S(=O)(=O)c1ccccc1Br (some centres undefined)	?
Cc1ccc2c(=O)n3c(nc2c1)C(Cc1ccccc1)NC(=O)c1cc(Cl)ccc1-3 (centres undefined)	-17%
CCOC(=O)c1ccccc1NC(=O)c1c(N)n(C)c(=O)[nH]c1=O	31%[activator]
COc1cccc(-n2cnc3sc(-c4ccccc4)cc3c2=O)c1	-7%
CCC(C)C(=O)OC1CCC=C2C=CC(C)C(CCC3CC(O)CC(=O)O3)C21 (centres undefined)	5%
Oc1ccc(Cc2ccccc2Cl)c(O)c1	-10%
C[C@H]1CN([C@@H](C)CO)C(=O)Cc2cc(NS(=O)(=O)c3cn(C)cn3)ccc2O[C@@H]1CN(C)C(=O)Nc1ccc(F)cc1	-5%
C=CCC[C@@H](Cc1ccc(F)cc1)C(=O)OCCNC(=O)[C@@H](CC=C)CC(=O)N(CCO)Cc1ccccc1	10µM*
O=C(NN=Cc1ccccc1C(=O)O)C(=O)NN=Cc1ccccc1C(=O)O	8%
OCCNc1nnc(-c2ccccc2)c(-c2ccccc2)n1	-6%
N#CC(=C(O)COC(=O)CCCNC(=O)c1ccc(Cl)cc1)c1nc2ccccc2[nH]1	1%
CCC(C)[C@H]1CN=C(N)N1CC1CCCCC1 (some centres undefined)	?
C[C@H](CO)N1C[C@H](C)[C@@H](CN(C)S(=O)(=O)c2ccc(F)cc2)Oc2ccc(NC(=O)CCC(F)(F)F)cc2C1=O	14%
CC(OC(=O)/C(C#N)=C/c1ccco1)C(=O)N(C)c1ccccc1 (centres undefined)	11%
CCOC(=O)Cc1csc(NC(=O)CCCCCN2C(=O)c3cccc4cccc(c34)C2=O)n1	-20%
CCOP1(=O)C=C(Sc2ccc([N+](=O)[O-])cc2[N+](=O)[O-])C(C)(C)O1 (centres undefined)	19%
O=C(C[C@H]1C/C=C/CC[C@H](Cc2ccc(F)cc2)C(=O)O[C@H](c2ccccc2)CNC1=O)NCCO	?
COc1ccc(NC(=S)NCCCn2ccnc2)cc1	9%
CC(O)CC(=O)NOCc1ccccc1 (centres undefined)	-11%
Cn1c(=O)[nH]c(=O)c2c1nc(N1CCN(C(=O)c3ccco3)CC1)n2CCCSc1ncccn1	10%
O=C(N[C@@H]1C/C=C\C[C@@H](CC(=O)N(CCO)Cc2ccccc2)C(=O)NCCOC1=O)OCC1c2ccccc2-c2ccccc21	-23%
C/C(=N\NC(=O)c1ccc2c(c1)OCO2)c1ccc(NS(C)(=O)=O)cc1	-17%
COC(=O)[C@H](Cc1ccc(O)cc1)NC(=O)Cn1cnc2c(SC)nc(N)nc21	46%[activator]
Cn1c(=O)c2c(nc3n2CC(O)CN3c2ccccc2)n(C)c1=O (centres undefined)	-24%

Arranged by SMILES length (ascending): part of the list above.
SMILES	HCV inhibitor
CC(O)CC(=O)NOCc1ccccc1 (centres undefined)	-11%
Oc1ccc(Cc2ccccc2Cl)c(O)c1	-10%
COc1ccc(NC(=S)NCCCn2ccnc2)cc1	9%
OCCNc1nnc(-c2ccccc2)c(-c2ccccc2)n1	-6%
COc1cccc(-n2cnc3sc(-c4ccccc4)cc3c2=O)c1	-7%
Cn1c(=O)c2c(nc3n2CC(O)CN3c2ccccc2)n(C)c1=O (centres undefined)	-24%
CC(OC(=O)/C(C#N)=C/c1ccco1)C(=O)N(C)c1ccccc1 (centres undefined)	11%
CCOC(=O)c1ccccc1NC(=O)c1c(N)n(C)c(=O)[nH]c1=O	31%[activator]
O=C(NN=Cc1ccccc1C(=O)O)C(=O)NN=Cc1ccccc1C(=O)O	8%
C/C(=N\NC(=O)c1ccc2c(c1)OCO2)c1ccc(NS(C)(=O)=O)cc1	-17%
COC(=O)[C@H](Cc1ccc(O)cc1)NC(=O)Cn1cnc2c(SC)nc(N)nc21	46%[activator]
Cc1ccc2c(=O)n3c(nc2c1)C(Cc1ccccc1)NC(=O)c1cc(Cl)ccc1-3 (centres undefined)	-17%
CCOC(=O)Cc1csc(NC(=O)CCCCCN2C(=O)c3cccc4cccc(c34)C2=O)n1	-20%
Cn1c(=O)[nH]c(=O)c2c1nc(N1CCN(C(=O)c3ccco3)CC1)n2CCCSc1ncccn1	10%
O=C(C[C@H]1C/C=C/CC[C@H](Cc2ccc(F)cc2)C(=O)O[C@H](c2ccccc2)CNC1=O)NCCO	?
O=C(N[C@@H]1C/C=C\C[C@@H](CC(=O)N(CCO)Cc2ccccc2)C(=O)NCCOC1=O)OCC1c2ccccc2-c2ccccc21	-23%
C[C@H](CO)N1C[C@H](C)[C@@H](CN(C)S(=O)(=O)c2ccc(F)cc2)Oc2ccc(NC(=O)CCC(F)(F)F)cc2C1=O	14%

Additional records.
SMILES	HCV inhibitor
COc1ccc(NC(=O)N(C)C[C@@H]2Oc3ccc(NC(=O)NC(C)C)cc3CC(=O)N([C@H](C)CO)C[C@@H]2C)cc1	9%
C[C@@H]1COC(=O)[C@H](CC(=O)OC(C)(C)C)C/C=C\C[C@H](CC(=O)N(CCO)Cc2ccccc2)C(=O)N1	38%[activator]
CC[C@]12C(=O)N(C)C[C@H]([C@@H]3C(=O)N(C)C(=O)[C@@H]31)N2C(=O)c1ccc(Br)cc1	5%
Cc1cc(C)n(-c2cc(N3CCN(C(=O)c4ccccc4C)CC3)ccc2[N+](=O)[O-])n1	-35%
COc1ccc(NC(=O)N(C)C[C@H]2Oc3ccc(NC(=O)CCN4CCOCC4)cc3C(=O)N([C@H](C)CO)C[C@@H]2C)cc1	14%
CCOC(=O)C[C@H]1c2ccccc2S(=O)(=O)N1Cc1cc(OC)c(OC)c(OC)c1	?
C[C@@H]1COC(=O)[C@H](Cc2ccc(F)cc2)C/C=C\C[C@@H](CC(=O)NCCO)C(=O)N1	18%
C=CCNC(=O)c1ccc2c3n(nc2c1)-c1ccc(Cl)cc1CO3	?
C=CC[C@H](CC(=O)N(CCO)Cc1ccccc1)C(=O)N[C@H](COC(=O)[C@H](CC=C)CC(=O)OC(C)(C)C)Cc1c[nH]c2ccccc12	25µM*
Cc1ccc(S(=O)(=O)N2CCOCC2)cc1NC(=O)COC(=O)/C=C/c1ccco1	-7%
C=CCOC(=O)C1=C[C@@H](c2ccc(C(F)(F)F)cc2)C[C@@H](OCCCCO)O1	21%
COc1cc(OC)cc(-c2oc(=O)c3cc(OC)c(OC)cc3c2C(F)(F)F)c1	2%
O=C(COC(=O)c1n[nH]c(=O)c2ccccc12)Nc1cccc(S(=O)(=O)N2CCOCC2)c1	11%
COc1ccccc1-c1cccc([C@@H]2C[C@H]3[C@H](CON3C)CN2C(=O)CCc2ccccc2)c1	?
CCOC(=O)CCN(C(=S)Nc1ccccc1)C1CCCCC1	14%
CC1CCN(C(=O)COC(=O)c2ccc(Cl)nc2)CC1	-2%
Cc1ccc(CNC(=O)C(=O)NCC2OCCN2S(=O)(=O)c2ccc(Cl)cc2)cc1 (centres undefined)	?
O=C1C(Br)=C(c2ccccc2)C(c2ccccc2)=C1c1ccccc1	6.3µM*
Cc1ccc(C(=O)N/N=C/c2cccc3ccccc23)cn1	2%
COC(=O)CCCC(=O)OC	-1%
Nc1ccc(Sc2ccccc2Cl)nc1	-15%
Cc1cc(C)n(CC(=O)NNC(=O)COc2ccc(Br)cc2F)n1	-11%
COc1cccc(/C=C/C(=O)OCC(=O)NCCC2=CCCCC2)c1OC	?
C[C@@]12C(=O)N(c3cccc(Cl)c3)C(=O)N1[C@@H]1c3ccccc3OC[C@@H]1[C@H]2c1ccccc1	?
Cc1ccc(NS(=O)(=O)c2ccccc2[N+](=O)[O-])cc1S(=O)(=O)N1CCCCC1	6%

The list goes on:
SMILES	HCV inhibitor
COC(=O)C1=C(c2cc3ccccc3o2)C[C@@H]2CC[C@H]1N2C(=O)N1CCC(C)CC1	?
C[C@H](CO)N1C[C@H](C)[C@@H](CN(C)C(=O)NC2CCCCC2)Oc2ccc(NC(=O)C3CC3)cc2C1=O	1%
O=C(NCc1ccccc1F)c1cccc(S(=O)(=O)N2CCCCC2)c1	-1%
COc1cccc(C2(C)NC(=O)N(CC(=O)Nc3ccc(N4CCOCC4)cc3)C2=O)c1 (centres undefined)	-12%
NC(=O)c1ccccc1N	21%
Cc1cc(C)cc(SCc2noc(C(=O)NCCC(C)C)c2C(=O)NCCC(C)C)c1	8%
CCN(C(=O)CSc1n[nH]c(N)n1)C1CCCCC1	8%
CN(C)CCCNC(=O)C[C@H]1C[C@H](C(=O)N2CCOCC2)[C@@]2(C)c3[nH]c4cc(-c5ccco5)ccc4c3CCN2C1=O	-10%
NC(=O)C1(Nc2ccc(-c3ccccc3)cc2)CCCC1	-10%
C=CC[C@@H](CC(=O)N(CCO)Cc1ccccc1)C(=O)NC[C@@H](OC(=O)[C@@H](CC=C)CC(=O)OC(C)(C)C)c1ccccc1	10µM*
O=[N+]([O-])c1cc([N+](=O)[O-])c(Oc2cccc3ccccc23)cc1NN1CCCCC1	17%
O=C(NCc1ccc2c(c1)OCO2)C(=O)NCC1OCCN1S(=O)(=O)c1ccccc1 (centres undefined)	14%
CC1(C)OC2OC3C(CNCCO)OC(c4ccccc4)OC3C2O1 (centres undefined)	39%[activator]
CC1CCCCC1NC(=O)COc1cccnc1[N+](=O)[O-] (centres undefined)	3%
C[C@]12c3[nH]c4ccc(Cl)cc4c3CCN1C(=O)[C@@H](CC(=O)NCCc1ccccn1)C[C@@H]2C(=O)N1CCCCC1	?
CCCN(CC(=O)Nc1ccc(F)c(F)c1F)C(=O)c1ccc2c(c1)NC(=O)CS2	-14%
CCc1ccc(N(C(=O)c2ccco2)C(C(=O)NC2CCCC2)c2ccco2)cc1 (centres undefined)	-21%
CC(C)(C)OC(=O)N1CCCC(C(=O)Nc2ccc(C(=O)NCCc3ccccc3)cc2)C1 (centres undefined)	-22%[8.37 µM]
O=C(O)C(Cc1ccc(O)cc1)N1C(=O)c2c(Cl)c(Cl)c(Cl)c(Cl)c2C1=O (centres undefined)	12%
CN=C1N(C)C[C@@H]2[C@@H]3C(=O)N(C)C(=O)[C@@H]3[C@](Cc3ccccc3)(C(=O)OC)N12	4%
COC(=O)CCCCCN1C(=O)NC(C2CC2)C(C(=O)OCc2ccccc2)=C1C (centres undefined)	-1%
CC(C)(C)CC(C)(C)n1nnnc1N	17%
O=c1c2ccccc2oc2c1oc1ccccc12	?
CN(C)CCSc1nc2cc(S(=O)(=O)N3CCCCC3)ccc2o1	4%
Cc1ccc(C(=O)NCC(=O)OCC(=O)Nc2cc(S(=O)(=O)N3CCOCC3)ccc2Cl)s1	?
COc1ccc2c(c1)C(=O)Cc1ccccc1O2	-13%
O=C(NC(=S)Nc1ccccc1Br)C1CCCCC1	?
O=C(Cc1cccc(NC(=O)C2CCN(C(=O)C3CCC3)CC2)c1)Nc1cccc(C(=O)N2CCOCC2)c1	-5%[8.37 µM]
Cc1cccc(Nc2nnc(SCC(=O)NCC3CCCO3)s2)c1C (centres undefined)	2%

Assay outcomes: PubChem BioAssay, National Center for Advancing Translational Sciences (NCATS)

Only part of the results is shown, so the mix of outcomes need not match the whole.
